# Assay outcomes from PubChem BioAssay.
# Statin myotox sup – suppressors of simvastatin-induced myotoxicity in C2C12 myotubes | 330,000 tested, 0.78% active | ATP luminescence, 48 h; scaled: DMSO 0, geranylgeraniol control 100 | AID 602340 | rescue of ATP level, % at 7.49 µM;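 active = mean ATP rescue above about 67%, or every replicate alone reaching that limit, limit read from the data, passing the limit was not always enough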;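 also: myotubes were challenged with 10 µM simvastatin during compound exposure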
# Cneo AK release – causes C. neoformans cell lysis; 360,000 tested, 0.2% active; lysis activity, % at 15 µM; adenylate kinase release luminescence, 4 h; normalised: neutral wells 0, clomiphene wells 100;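 active = mean lysis activity across replicates of at least 80%, whatever share of replicates individually reach that level; inactive = mean lysis activity below 80%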
#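 Test system: log-phase Cryptococcus neoformans yeast cells; Quantity: yeast cell density of 5 × 10^6 cells/mL; Buffer or medium: YPD; Doses: single compound concentration per well; Timing: 4 h at 37 °C static, read 1 h later; Measured by: AK luminescence; Read-out basis: lysis from increased AK signal; Control set: Clomiphene as positive control.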
# ARNT-TACC3 inh – disruptors of human ARNT/TACC3 interaction. inhibition, % at 9.99 µM. 390,000 tested, 0.66% active. Q9Y6A5. AID 623870. AlphaScreen His-ARNT PAS-B/GST-TACC3 binding, luminescence; TACC3 fragment carries E629A point mutation;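 active = mean inhibition of replicates at least 50% and at least half of replicates each reaching 50%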;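 also: 0% = complete ARNT plus TACC3 wells and 100% = ARNT alone without TACC3; many hits fall short of the cut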
# esBAF inh – inhibitors of esBAF chromatin remodeling in mouse ES cells | Bmi1-luciferase knock-in reporter, 24 h; 100% = twice the neutral-well signal | reporter increase, % at 12.5 µM | 350,000 tested, 2% active | AID 602393; in the data active = activation above about 40%;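 also: 0% = median of the plate's neutral control wells and 100% = double that signal; a rise in the Bmi1 reporter signal indicates esBAF inhibition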
# miR-122 sensor – miR-122 inhibition in Huh7 cells; Huh7 miR-122 Renilla luciferase sensor, 48 h; neutral wells = 0, positive control = 100; activation (reporter increase), % at 12.5 µM; 340,000 tested, 0.3% active; AID 602342;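 active = mean replicate activation score at least 90 and every replicate individually at or above 90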;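 also: higher luciferase means less miR-122 activity so hits act as miR-122 inhibitors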
# SIRT5 inh – blocks human SIRT5 desuccinylation of peptide; Q9NXA8; Purified SirT5, succinyl-peptide AMC, trypsin-coupled fluorescence; inhibition, % at 15 µM; 330,000 tested, 1.1% active; in the data active = inhibition above about 15%
# Target sequence (Q9NXA8 whole entry, looked up): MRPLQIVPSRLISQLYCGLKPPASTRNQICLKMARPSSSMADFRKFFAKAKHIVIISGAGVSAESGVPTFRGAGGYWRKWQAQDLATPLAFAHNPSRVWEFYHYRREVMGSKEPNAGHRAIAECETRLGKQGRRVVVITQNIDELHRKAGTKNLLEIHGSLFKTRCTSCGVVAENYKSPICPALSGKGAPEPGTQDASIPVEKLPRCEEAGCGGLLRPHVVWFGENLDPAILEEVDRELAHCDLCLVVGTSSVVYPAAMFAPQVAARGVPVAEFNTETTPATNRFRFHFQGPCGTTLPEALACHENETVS
# ERp5 inh – ERp5 (human) disulfide isomerase inhibition. inhibition, % at 9.99 µM. Q15084. 350,000 tested, 0.05% active. AID 651711. ERp5 insulin aggregation, absorbance 650 nm, 90 min;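 active = mean replicate inhibition above about 25%, with every replicate also reaching it, limit read from the data, passing the limit was not always enough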
# Target sequence (Q15084 whole entry, looked up): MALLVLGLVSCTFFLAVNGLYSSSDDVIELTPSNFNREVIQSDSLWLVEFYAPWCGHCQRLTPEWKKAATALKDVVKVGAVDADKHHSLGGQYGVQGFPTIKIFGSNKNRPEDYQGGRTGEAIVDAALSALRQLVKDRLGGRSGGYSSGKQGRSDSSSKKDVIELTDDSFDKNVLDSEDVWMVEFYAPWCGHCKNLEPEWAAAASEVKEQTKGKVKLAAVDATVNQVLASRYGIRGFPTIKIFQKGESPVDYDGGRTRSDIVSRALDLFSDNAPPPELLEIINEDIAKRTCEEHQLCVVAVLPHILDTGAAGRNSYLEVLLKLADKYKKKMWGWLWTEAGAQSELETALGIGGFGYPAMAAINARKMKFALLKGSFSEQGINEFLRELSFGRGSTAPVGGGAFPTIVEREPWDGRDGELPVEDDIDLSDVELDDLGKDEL
# * = called active by the depositor; · = not tested or not shown; & = joins results of further samples; [ ] = another dose, or the depositor's remark.
SMILES,Statin myotox sup,Cneo AK release,ARNT-TACC3 inh,esBAF inh,miR-122 sensor,SIRT5 inh,ERp5 inh
O=[N+]([O-])c1ccc(CN2CCOCCOCCN(Cc3ccc([N+](=O)[O-])cc3)CCOCC2)cc1,-15,-1,-3,-14,-25,·,·
CC1CCN(CCOc2cccc(Br)c2)CC1,6,6,-3,1,2,·,·
Cc1cc(NC(=O)CSc2nncc(=O)n2N)no1,·,-1,0,·,·,2,2
CCN(CC)C(=O)CSc1nsc(SCC(=O)N(CC)CC)c1C#N,-3,-1,-8,-7,2,-4,11
C[C@@H]1CN([C@H](C)CO)C(=O)c2cccc(NS(=O)(=O)c3ccc(Cl)cc3)c2O[C@@H]1CN(C)S(=O)(=O)c1ccc(F)cc1,15,1,-1,-3,-7[16.7 µM],·,·
CCC(=O)c1c(NC)cc(C)oc1=O,·,·,-1,·,·,2,2
CN1CCN(CCCC(=O)c2ccc(F)cc2)CC1,-10,-2,-27,-4,1,·,·
O=C(CSCCS(=O)(=O)c1ccc(Cl)cc1)Nc1ccccc1,·,·,-7,·,·,-2,3
Cn1c2ccccc2c2c(=O)oc3ccccc3c21,-13,-1,4,39,-8,-3,6
CCc1ccc(S(=O)(=O)/N=C2\C=C(Nc3ccc(C(=O)O)cc3)C(=O)c3ccccc32)cc1,-279,-1,74*,4,-1,2,-5
CC12CCC(C(=O)Nc3ccccc3Cl)([C@H](Br)C1=O)C2(C)C (stereo partly specified),-1,·,-4,-1,·,1,2
Cc1c(C)n(CC(O)CNc2ccccc2)c2ccccc12 (stereo unspecified),·,·,-7,·,·,3,10
CSc1ccccc1OCc1cc(C(=O)N2CCN(C)C(c3ccccc3)C2)no1 (stereo unspecified),-4,0,10,20,-3,-3,5
Cc1nn(C)cc1NC(=O)C[C@H]1CC[C@H]2[C@@H](COc3ccc(NC(=O)Nc4cccc(Cl)c4)cc3C(=O)N2C)O1,-9,-2,8,4,6[16.7 µM],2,0
COc1ccc(CCC(=O)N2CCN(C3CCCCC3)CC2)cc1,5,0,2,2,-7,·,·
O=C(CN(Cc1ccccc1)S(=O)(=O)c1ccc(Br)cc1)N/N=C/c1ccccc1C(=O)O,·,2,-3,·,0,-1,4
COc1ccccc1NS(=O)(=O)c1ccc(NC(=O)c2[nH]nc(OC)c2[N+](=O)[O-])cc1,-1,-2,-27,-7,·,-4,-22
CCN1C(=O)[C@@H]2[C@H](C1=O)[C@@H]1C[C@H]3C(=O)N(CC)C(=O)[C@H]3[C@@H]3C1=C(C(=O)N1C(=O)OC(=NCC4CC4)[C@]31C)[C@@H]2C,-2,-4,1,-7,5,-4,3
CC1CCCCC1NC(=O)CCCn1c(=S)[nH]c2ccsc2c1=O (stereo unspecified),2,-3,0,-6,-5,1,-8
CCOC(=O)c1c(-c2ccco2)csc1N,-4,0,-7,-8,11,·,·
CC(O)C(=O)NCCOCCOCCNC(=O)C(C)O (stereo unspecified),·,-1,0,-9,6,·,·
S=C1SCN(CCN2CCOCC2)CN1Cc1ccccc1,-13,-1,-17,-4,-1,·,·
Oc1ccc2ccccc2c1N=Nc1ccccc1F,41,-4,6,20,0,·,-7
CCC(=O)N(C)C[C@H]1Oc2ncc(C#Cc3cccnc3)cc2C(=O)N([C@@H](C)CO)C[C@@H]1C,-6&10,-2&5,1,-4&0,-3,-4&1,8&2
CC=Cc1ccc2n(c1=O)C[C@@H]1[C@@H](CO)[C@H](C(=O)NCCC)N(CC3CC3)[C@H]21 (mixture of isomers),-5,-5,-1,-1,-1[16.7 µM],1,1

# One compound at a time (already shown).
# Cc1cc(NC(=O)CSc2nncc(=O)n2N)no1 reads Statin myotox sup = ·; Cneo AK release = -1; ARNT-TACC3 inh = 0; esBAF inh = ·; miR-122 sensor = ·; SIRT5 inh = 2; ERp5 inh = 2
# CC12CCC(C(=O)Nc3ccccc3Cl)([C@H](Br)C1=O)C2(C)C (stereo partly specified) reads Statin myotox sup = -1; Cneo AK release = ·; ARNT-TACC3 inh = -4; esBAF inh = -1; miR-122 sensor = ·; SIRT5 inh = 1; ERp5 inh = 2

# In the list so far, these have an aryl methoxy group.
SMILES,Statin myotox sup,Cneo AK release,ARNT-TACC3 inh,esBAF inh,miR-122 sensor,SIRT5 inh,ERp5 inh
COc1ccc(CCC(=O)N2CCN(C3CCCCC3)CC2)cc1,5,0,2,2,-7,·,·
COc1ccccc1NS(=O)(=O)c1ccc(NC(=O)c2[nH]nc(OC)c2[N+](=O)[O-])cc1,-1,-2,-27,-7,·,-4,-22

# New compounds follow.
SMILES,Statin myotox sup,Cneo AK release,ARNT-TACC3 inh,esBAF inh,miR-122 sensor,SIRT5 inh,ERp5 inh
CCOC(=O)c1nnn(CC(=O)Nc2cccc(F)c2)c1C(=O)OCC,5,0,-11,-3,4,·,·
Cc1noc(NS(=O)(=O)c2ccc(NC(=O)c3cc(F)c(F)c(F)c3F)cc2)c1C,·,·,-11,·,·,-4,-2
Cc1cccc(S(=O)(=O)N2C[C@H]3[C@@H](c4ccccc42)[C@H](CO)N3CC2CCCC2)c1,42,40,0,-6,12[16.7 µM],8,3
COCC#Cc1cnc2c(c1)C(=O)N([C@@H](C)CO)C[C@@H](C)[C@@H](CN(C)C(=O)c1cnccn1)O2,-5,1,4,6,3[16.7 µM],2,-1
Cc1cc2cc3c(cc2nc1SCC(=O)N1CCN(C(=O)c2ccco2)CC1)OCO3,-42,-12,3,6,-3,·,·
Cc1ccc([N+](=O)[O-])c2cccnc12,·,-2,-10,·,0,·,·
COc1ccc(OCC(=O)N2CCN(C(=O)Cc3ccccc3)CC2)cc1,5,0,-11,-5,-4,·,·
COCCCn1[nH]c2c3c(ccc2c1=O)C(=O)c1ccccc1C3=O,13,1,·,5,1,·,·
CCNC(=O)C[C@@H]1CC[C@@H]2[C@@H](COc3ccc(NC(=O)Nc4ccc(F)cc4)cc3C(=O)N2C)O1,36,-1,-7,4,17[16.7 µM],2,-1
C[C@@H]1CN([C@H](C)CO)C(=O)c2cc(NS(C)(=O)=O)ccc2O[C@@H](C)CCCCO[C@H]1CN(C)C(=O)Nc1ccc2c(c1)OCO2,·,5,2,4,-4[16.7 µM],-4,4
COCCNC(=O)C[C@H]1C=C[C@H](NC(=O)NC2CCCC2)[C@H](CO)O1,-28,18,-22,0,·,4,8
CC(C)NC(=O)C(c1ccc(F)cc1)N(C(=O)CCC(=O)Nc1ccccn1)C1CCCC1 (stereo unspecified),9,-1,-8,1,1,-3,-3
CC1(C(=O)NS(=O)(=O)C2CC2)CCN(C(=O)CSc2ccccc2)C1 (stereo unspecified),-9,-4,·,-3,-2,-3,2
CCNC(=S)Nc1cc(OCC)c(NC(=O)c2cccs2)cc1OCC,·,-1,-2,·,-7,·,·
CN1CCN(C(=O)C[C@@H]2CC[C@H]3[C@H](COc4ccc(NC(=O)C5CC5)cc4C(=O)N3C)O2)CC1,-20,-1,-10,-9,-2[16.7 µM],-2,5
Cc1ccc(S(=O)(=O)N(C)C[C@@H]2Oc3ccc(NC(=O)c4ccncc4)cc3C(=O)N([C@@H](C)CO)C[C@H]2C)cc1,15,1,1,1,-7[16.7 µM],-2,0
CC(=O)c1ccc(NC(=O)C(C)Oc2ccc(N(C)S(=O)(=O)c3ccc(C)cc3)cc2)cc1 (stereo unspecified),-5,2,-3,-1,-1,6,-26
Cc1cc(C)cc(NC(=O)N2CCC(NC(=O)c3ccco3)CC2)c1,0,-1,37,-13,-12,-5,5
CNC[C@H]1Oc2ccc(NS(=O)(=O)c3ccc(F)cc3)cc2C(=O)N([C@H](C)CO)C[C@@H]1C,24,3,·,-4,0[16.7 µM],·,2
NC(=O)CN1C(=O)NC2(CCOc3ccccc32)C1=O (stereo unspecified),5,-2,·,0,·,-1,7
COc1cc(C)c(NC(=O)C2CCN(S(=O)(=O)c3cccs3)CC2)cc1OC,-6,0,-4,4,-1,-1,6
O=C(Nc1cccc(F)c1)NC1CCCc2ccccc21 (stereo unspecified),8,0,-18,-7,1,1,0
Cc1cccc(C)c1NC(=O)CSc1nnnn1-c1ccc(C(=O)O)cc1,1,6,-20,0,3,·,·
O=C(/C=C/c1ccco1)c1ccc(NC(=O)C23CC4CC(CC(C4)C2)C3)cc1,-3,3,-1,0,-9,-16,-3
CCc1nc2ccc(C(=O)NCCOc3ccc(OC)cc3)cn2c1N(C=O)Cc1ccc(OC)cc1,19,-1,·,-1,9,0,9
# (listing goes on)
SMILES,Statin myotox sup,Cneo AK release,ARNT-TACC3 inh,esBAF inh,miR-122 sensor,SIRT5 inh,ERp5 inh
CCNC(=O)Nc1ccc2c(c1)c(=O)n(C)n2CC=C(C)C,-1,1,·,1,0,·,3
CCc1nn(CC(=O)NCCCc2ccccc2)c(=O)c2cc3cc(F)ccc3n12,-7,2,-1,12,4,·,·
CNC(=S)N/N=C/c1ccco1,·,0,-7,·,3,3,3
Cc1cccc(NC(=O)CN(C)C(=O)c2ccc(N3CCCCCC3)c([N+](=O)[O-])c2)c1C,1,-1,·,-8,4,3,0
CC(Sc1nnc(-c2cccnc2)n1-c1ccccc1)C(=O)NCc1ccc2c(c1)OCO2 (stereo unspecified),16,0,4,38,·,2,1
Cc1ccnc(N2CCC(C(=O)NNC(=O)c3ccccc3)CC2)n1,7,0,-1,-1,·,-5,7
COc1ccc(-c2ccc3c(c2)[C@H]2[C@H](CCN2C(=O)Cc2cccnc2)[C@H](CO)N3C)cc1,11,7,42,2,-14[16.7 µM],5,2
O=C(c1ccc(F)cc1)N1CCCCN2[C@H](CO)[C@@H](c3ccc(-c4ccccc4)cc3)[C@H]2C1,·,3,4,·,-2[16.7 µM],2,-5
CC(C)(C)[C@@H]1COC(=O)[C@@H](Cc2ccc(F)cc2)CC/C=C\C[C@@H](CC(=O)N(CCO)Cc2ccccc2)C(=O)N1,-10,-1,3,-2,6,2,7
C[C@H]1CN([C@@H](C)CO)C(=O)c2cc(NC(=O)c3ccncc3)ccc2O[C@@H]1CN(C)Cc1ccccc1,-4,40,-14,-1,4[16.7 µM],3,-4
COC(=O)c1ccccc1NN=Nc1ccccc1[N+](=O)[O-],·,1,·,·,·,-4,0
Cn1cccc1CC(=O)N/N=C/c1ccc(Cl)c([N+](=O)[O-])c1,·,-1,4,·,10,-6,-3
CCOC(=O)c1c(NC(=O)Cn2nnc(-c3ccc(Cl)cc3)n2)sc(CC)c1C,14,·,-4,-8,1,·,·
CCc1cc(C(=O)c2ccc(OC)cc2)c(NC(=O)CC(C)(C)CC(=O)O)s1,·,·,18,·,·,3,0
Cc1ccc(CCNC(=O)CN2CCN(Cc3ccccc3F)C2=O)cc1,20,2,-2,1,-7,·,·
COc1cc(C(C(=O)NC(C)(C)C)N(C(=O)CNC(=O)c2cccs2)c2cccnc2)cc(OC)c1OC (stereo unspecified),33,-1,1,4,·,1,-2
COc1cccc(C2(O)CC(C(F)(F)F)=NN2C(=O)c2ccccn2)c1 (stereo unspecified),·,·,16,·,0,12,6
O=C(O)C1C2C=CC(C2)C1C(=O)Nc1cccc(Cl)c1 (stereo unspecified),4,1,1,-7,·,0,-2
COC(=O)c1ccc(C)c(NS(=O)(=O)c2ccc(OC)c(OC)c2)c1,-8,2,1,-9,131*,·,·
O=C(Nc1ccc(-c2cn3c(n2)SCC3)cc1)c1ccc2c(c1)OCO2,5,-1,-8,34,-5,13,-3
N#CC1=C(N)N(c2ccc(Cl)c(Cl)c2)C(=O)C1,·,·,14,·,·,1,-1
COc1ccc(CCNc2ccc(S(=O)(=O)N3CCCC3)cc2[N+](=O)[O-])cc1,·,0,3,·,9,·,·
C=CCN=C1SC(CC)C(=O)N1S(=O)(=O)c1ccc(C)cc1 (stereo unspecified),-2,-4,-13,-2,3,·,·
COc1ccc(C(=O)Cn2cnc3ccccc3c2=O)cc1OC,0,-1,4,-2,·,2,5
COCCNC(=S)NNC(=O)c1ccc(-n2cnnn2)cc1,·,·,1,·,·,-6,2
O=C1C(=O)N(CCN2CCOCC2)C(c2ccc([N+](=O)[O-])cc2)/C1=C(/O)c1ccc2c(c1)OCO2 (stereo unspecified),0,-8,3,2,·,4,-6
Cc1ccnc(NS(=O)(=O)c2ccc(NC(=O)c3ccc(S(=O)(=O)N4CCOCC4)cc3)cc2)n1,·,·,-1,·,·,1,-3
